# HTRA1 inh: HTRA1 serine protease inhibitors, primary screen, biochemical, fluorescence polarization, HTS; 0.5% of 340,000 active; AID 504803, 2011; inhibition, % at 5.96 µM; Q92743; recombinant HTRA1, FP-rhodamine activity-based probe; in the data active means inhibition above about 36%;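 further: 0% = enzyme with DMSO and 100% = wells lacking enzyme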
# SIAE inh: human SIAE inhibitors, primary screen, biochemical, fluorescence polarization, FP-Rh probe, 1536-well HTS. 0.69% of 370,000 active. inhibition, % at 9.66 µM. SIAE FP-Rh probe binding;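 active means inhibition above a cutoff: mean of compounds within the control limits plus 3 SD of those, cut at about 17% in these data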;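 further: 0% = plate median of compound wells and 100% = probe without SIAE protein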
# PG9 Ab binder: binders of HIV-1 gp120 antibody PG9, primary screen, biochemical, TR-FRET; HIV-1 gp120 / PG9 antibody interaction; inhibition, % at 6.7 µM; AID 624416, 2012; TR-FRET gp120-PG9 antibody binding; 0.43% of 360,000 active; in the data active means inhibition above about 8.5%
# mABHD4 FP: ABHD4 inhibitors, primary screen, biochemical, fluorescence polarization, mouse | (Lyso)-N-acylphosphatidylethanolamine lipase (Mus musculus), Q8VD66 | purified mABHD4, FP-Rh probe fluorescence polarization | inhibition, % at 8.92 µM | 0.54% of 370,000 active | AID 720543, 2013;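 active means inhibition exceeding the mean over every tested compound plus 3 SD, cut at about 30% in these data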;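 further: 0% = plate median of compound wells and 100% = S159A mutant with DMSO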
#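 System: mouse ABHD4 enzyme, wild type / Medium: HEPES pH 7.0, NaCl, Pluronic buffer / Reagent: FP-Rh activity-based fluorescent probe / Control set: S159A mutant high control, sample median low control / Detection: fluorescence polarization with parallel and perpendicular emission, 525/598 nm / Schedule: 45 min + 60 min at 25 °C / Compound dosing: 8.92 µM, single dose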
# TDP2 inh: human TDP2 enzyme inhibitors, primary screen, biochemical, epi absorbance, recombinant enzyme | Tyrosyl-DNA phosphodiesterase 2 (Homo sapiens), O95551 | T5PNP hydrolysis, p-nitrophenol absorbance 415 nm | inhibition, % at 12.8 µM | 0.34% of 370,000 active;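 active means inhibition above the mean of all tested compounds plus 3 SD, set per campaign, cut at about 25% in these data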;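 further: 0% = DMSO with enzyme and 100% = buffer with substrate but no TDP2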
# Target sequence (O95551 whole entry, looked up): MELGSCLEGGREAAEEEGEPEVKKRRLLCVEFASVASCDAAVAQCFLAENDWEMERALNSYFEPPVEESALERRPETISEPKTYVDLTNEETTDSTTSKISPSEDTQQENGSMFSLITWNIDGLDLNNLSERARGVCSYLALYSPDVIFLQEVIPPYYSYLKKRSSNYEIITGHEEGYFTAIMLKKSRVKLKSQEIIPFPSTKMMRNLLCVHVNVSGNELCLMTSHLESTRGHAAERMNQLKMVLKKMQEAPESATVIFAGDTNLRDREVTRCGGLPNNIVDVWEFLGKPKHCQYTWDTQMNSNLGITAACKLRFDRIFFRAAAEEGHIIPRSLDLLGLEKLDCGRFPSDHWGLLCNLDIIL
#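 Test system: human TDP2 enzyme; Input: 120 nM TDP2 per well; Buffer or medium: Mg2+-containing Tris-HCl buffer, pH 7.5; Reagent: 5 mM T5PNP; Dosing: 12.8 µM single point, 1% DMSO; Incubation: reaction 2 h, 37 °C; Detection: p-Nitrophenol epi absorbance; Read-out: % inhibition relative to enzyme-containing and enzyme-free wells; Replicates: single well per compound.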
# PRMT1 FP inh: PRMT1 methyltransferase inhibitors, primary screen, biochemical, fluorescence polarization. 1.3% of 370,000 active. inhibition, % at 2.79 µM. Protein arginine N-methyltransferase 1 (Homo sapiens), Q99873. recombinant PRMT1, activity-based probe fluorescence polarization;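 active means inhibition above about 21% made by adding two undisclosed values, limit read from the data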
# Target sequence (Q99873 whole entry, looked up): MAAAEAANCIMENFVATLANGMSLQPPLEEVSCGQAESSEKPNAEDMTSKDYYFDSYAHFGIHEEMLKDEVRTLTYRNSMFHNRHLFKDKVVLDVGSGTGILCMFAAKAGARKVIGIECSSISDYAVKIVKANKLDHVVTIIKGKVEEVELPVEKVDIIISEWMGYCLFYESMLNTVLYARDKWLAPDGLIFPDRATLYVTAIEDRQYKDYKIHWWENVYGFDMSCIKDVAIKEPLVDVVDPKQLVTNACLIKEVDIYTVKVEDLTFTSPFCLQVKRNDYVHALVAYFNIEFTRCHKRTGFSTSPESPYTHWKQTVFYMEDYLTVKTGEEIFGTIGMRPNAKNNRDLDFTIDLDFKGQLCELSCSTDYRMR
# rCAG binder: binders of r(CAG) RNA repeats, primary screen, biochemical, fluorescence | r(CAG) RNA repeat, TO-PRO-1 dye displacement fluorescence | inhibition, % at 3 µM | 1.3% of 370,000 active | AID 651821, 2012;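 active means inhibition above the plate cutoff, the mean of all test compounds on that plate plus 3 SD, cut at about 35% in these data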;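 further: 0% = DMSO alone and 100% = 100 µM mitoxantrone as full dye displacement; higher means more dye released from RNA so lower well fluorescence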
# LEDGF integ inh: blockers of LEDGF/p75-dependent integrase strand transfer – biochemical, TR-FRET, high throughput, primary screen. AID 743269, 2014. HIV-1 integrase (with human LEDGF/p75). inhibition, % at 3.7 µM. 0.64% of 370,000 active. TR-FRET IN-LEDGF/p75 DNA integration, Eu/Cy5;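 active means inhibition above the screen-wide mean plus 3 SD, cut at about 13% in these data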;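 further: signal is the Cy5 over europium emission ratio at 671 and 618 nm; 0% = plate median of compound wells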
# TCR-CD3 inh: inhibitors of human TCR-CD3 interaction, primary screen, biochemical, fluorescence, TAMRA-labeled TCR probe; T-cell receptor (TCR); inhibition, % at 9.4 µM; 0.37% of 360,000 active; AID 651800, 2012; in the data active means inhibition above about 19%;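 further: recombinant mutant TCR 2C K166C tagged with TAMRA read by polarization; 0% = receptor in buffer alone and 100% = receptor with positive control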
# Rev-erbA mod: modulators of Rev-erb alpha DNA binding, primary screen, biochemical, FITC-DNA, fluorescence polarization, uHTS. activity, % at 10 µM. Rev-erbα–FITC-DNA binding, 90 min. 0.79% of 370,000 active. Nuclear receptor subfamily 1 group D member 1 (Homo sapiens), P20393;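 active means activity above about 14%, limit read from the data; passing the limit was not always enough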;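 further: 0% = DMSO wells with 35 nM protein and 100% = DMSO wells with 750 nM protein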
# An asterisk follows results filed as active; · = no result given.
Compound	HTRA1 inh	SIAE inh	PG9 Ab binder	mABHD4 FP	TDP2 inh	PRMT1 FP inh	rCAG binder	LEDGF integ inh	TCR-CD3 inh	Rev-erbA mod
NC(=O)COC(=O)CC12CC3CC(CC(Br)(C3)C1)C2	2	-2	-0.3	-3	-9	-3	-3	4	6	-1
CC1CC(C)CN(C(=S)Nc2ccc(OC(F)F)cc2)C1 (configuration not stated)	-3	5	-1.1	6	7	0	-1	2	-3	1
CC(C)n1nnnc1C1c2ccccc2C(=O)N1CCCN1CCOCC1 (configuration not stated)	·	3	0.2	4	-4	2	2	2	3	1
O=C(Nc1ccc(O)cc1)c1c(O)c2c([nH]c1=O)CCCC2	6	3	0.6	0	-6	-3	26	-1	14	-6
Cc1cccc(NS(=O)(=O)c2ccc(C(=O)N3CC(C)OC(C)C3)cc2)c1C (configuration not stated)	-1	7	-0.2	0	21	1	-4	-3	-2	7
COc1ccc(/C=C2\CCc3c2nc2ccccc2c3C(=O)O)cc1OC	8	9	-3.7	12	9	79*	19	15*	-1	-7
C/C(=N\NS(=O)(=O)c1ccc(C)cc1)c1ccc(C)o1	2	-1	-2.7	-3	-2	2	2	9	5	-5
Cc1ccc(C(=O)c2ccccc2C(=O)Nc2ccccc2)cc1	-14	-4	-4.3	5	10	0	-3	2	1	-1
COc1ccccc1CNc1nc(NCCNC(C)=O)c2sccc2n1	·	-6	-1.1	1	3	-4	1	-1	-2	-6
Cn1cc(CNC(=O)C2c3ccccc3Oc3ccccc32)cn1	-1	2	-0.7	-3	7	2	2	-1	-2	-3
Cc1onc(-c2ccc(Cl)cc2)c1-c1ccn(S(=O)(=O)c2ccccc2)n1	·	-5	·	-23	-15	-1	3	7	·	1
O=C(Nc1nc(-c2cc3ccccc3o2)cs1)c1ccc(S(=O)(=O)N2CCCC2)cc1	-2	3	-1.9	-5	-10	-2	4	0	-2	3
Cc1cccc(-n2c(C)cc(/C=N/O)c2C)c1	17	2	-2.5	4	3	-3	0	-2	9	0
CN1CCN(S(=O)(=O)c2ccc(NC(=O)c3cccs3)cc2)CC1	-5	0	-0.3	-1	8	2	0	-1	1	1
c1cc(-c2cccs2)nc(-c2cccs2)c1	2	-4	0.5	0	3	0	2	-1	11	-2
CCOC(=O)C1(C)/C(=N/Nc2ccccc2Cl)C(=O)C(=O)N1c1ccccc1 (configuration not stated)	14	6	-0.6	9	0	4	10	-4	-1	7
Nc1nonc1C(=O)NCCNS(=O)(=O)c1ccc(Br)cc1	0	11	-1.3	-1	-16	1	-1	2	5	-3
CN(C)c1ccc(S(=O)(=O)N2CCC(Cc3ccccc3)CC2)cn1	-3	9	-1.9	-4	-1	3	3	-2	2	6
CC(=O)Nc1ccc(S(=O)(=O)N(Cc2ccco2)Cc2cc3ccccc3[nH]c2=O)cc1	-1	-5	-0.4	4	-1	0	3	1	0	2
Cn1c(=O)c2c(nc(NCC3CCCO3)n2C)n(C)c1=O (configuration not stated)	8	-5	-2.3	-2	-4	2	-3	0	-3	0
CC(NC(=O)C1CCC(CNc2c(N3CCOCC3)c(=O)c2=O)CC1)c1ccccc1 (configuration not stated)	-1	2	0.5	-1	4	-3	3	1	-2	2
COc1ccc(OC)c(N(C(=O)c2ccco2)C(C(=O)NC2CCCC2)c2ccc(N3CCOCC3)cc2)c1 (configuration not stated)	-1	1	-2.8	1	5	2	0	1	-4	1
CC1COC(=O)C(NNc2ccc(Cl)c(Cl)c2)=N1 (configuration not stated)	-5	8	-4.2	-4	6	5	2	3	3	-3
COc1cccc(-c2cnc(C(O)c3ccccc3OC)[nH]2)c1 (configuration not stated)	·	2	-2.1	-11	-1	3	2	3	-3	-3
COc1ccc(-c2cc(C(=O)N3CCN(Cc4ccccc4)CC3)no2)cc1OC	-7	-6	0.1	-1	5	-7	-6	-1	4	9
CC1(C)C2CCC1(C(=O)O)c1nc3ccccc3nc12 (configuration not stated)	4	1	-2.6	2	-2	0	-2	5	4	-1
Cn1nc(C(C)(C)C)cc1C(=O)NNC(=O)c1ccccc1Cl	2	-6	0.8	-1	1	6	-2	0	5	-2
O=C(CCNS(=O)(=O)c1ccc(Br)cc1)NCCc1ccc(Cl)cc1	-4	-8	-1.6	-3	-4	0	0	-1	2	0
CCCCN(C(=S)SC)C1CCS(=O)(=O)C1 (configuration not stated)	·	6	-2.1	-3	-9	2	-1	1	3	4
c1ccc(Cn2nnnc2C(c2cccs2)N2CCOCC2)cc1 (configuration not stated)	4	6	0.9	-4	-6	1	0	0	3	1
CO[C@@H]1CN(C)C(=O)c2ccc(NC(C)=O)cc2OC[C@@H](C)N(C(=O)NC2CCCCC2)C[C@H]1C	·	-1	0.2	3	5	1	1	4	11	-5
CCOC(=O)N/N=C\C=C\c1ccc2c(c1)OCO2	5	0	-3.9	3	5	2	-5	-2	-10	0
CN(Cc1cc(Cl)cc(Cl)c1)[C@H]1C[C@H]2c3[nH]c4ccccc4c3CCN2C(=O)[C@H]1CO	-13	2	-0.8	-1	-6	0	1	-3	1	3
COc1ccc(OC)c(-n2nnnc2SCC(=O)Nc2ccccc2OC)c1	-11	17	-0.8	-3	17	0	-3	-1	3	2
O=C(NC1CCCC1)c1cccc2c1C(=O)c1ccc(Cl)cc1S2(=O)=O	7	-5	1.1	8	6	1	2	0	2	-6
CCCC(=O)NC(=S)NNC(=O)c1ccc([N+](=O)[O-])cc1	4	-3	-1.3	6	0	2	3	-5	-2	5
CCN(C(=O)c1ccc2c(SCC(=O)O)c3c(nc2c1)CCC3)c1cc(Cl)ccc1OC	-6	1	-0.4	0	-14	-5	5	2	-2	4
COC(=O)c1sccc1NC(=O)c1ccc(Br)s1	-5	-6	1.7	7	4	0	4	0	-2	11
COc1ccccc1C1CC(=O)NC(C)=C1C(=O)OC(C)C (configuration not stated)	7	6	-0.4	-2	15	1	-4	-2	6	22*
COc1cccc(-c2noc(-c3ccc4c(c3)OCO4)n2)c1	-9	-6	-0.5	-4	-2	-2	0	3	4	0
O=C(NCc1cccc(Br)c1)c1cc(-c2ccccc2)nn1CC1CC(c2cccnc2)=NO1 (configuration not stated)	-27	-2	-2.1	0	-6	-2	-3	2	1	1
CS(=O)(=O)N(CC(=O)NCCSCc1ccccc1Cl)c1ccccc1F	-5	-3	2.0	-4	-10	0	-5	1	-5	2
Cc1ccc(OC(=O)c2ccc(C)c([N+](=O)[O-])c2)cn1	1	-4	-1.7	3	8	1	-2	2	1	-3
CNC(=O)c1ccccc1-c1cn(C)c2ccccc2c1=O	-4	2	1.1	3	-7	3	-3	-5	-3	-1
N#Cc1c(NC(=O)C2CC(c3ccccc3O)=NO2)sc2c1CCC2 (configuration not stated)	-9	-10	-3.1	-12	-21	7	14	2	4	-2
CCOC(=O)N1CCN(c2c(NCCCN3CCCCCC3)c(=O)c2=O)CC1	5	10	-0.3	2	5	-2	6	3	-7	-2
Cn1cc(CN(CCO)Cc2cccs2)c(-c2cccc(Cl)c2)n1	-4	1	-3.5	-3	-2	-4	-8	6	-1	6
C=CCC[C@H](Cc1ccc(F)cc1)C(=O)OC[C@H](Cc1c[nH]c2ccccc12)NC(=O)[C@@H](CC=C)CC(=O)N[C@H](CO)Cc1ccccc1	-37	-10	1.9	-27	-17	3	16	-1	0	9
O=C(Oc1ccc(Br)cc1)c1cccc(S(=O)(=O)N2CCOCC2)c1	-1	11	-3.2	2	10	0	-2	2	4	0
COc1cc(C(=O)OCC(=O)Nc2ccc(N3CCOCC3)cc2)ccc1OCC(C)C	1	0	-0.6	5	11	0	-1	1	6	-7
O=C1c2ccccc2-c2n[nH]c3cccc1c23	-11	-6	-1.7	1	0	8	1	-3	-1	-5
O=C(NN=C1CCCC1)c1cccs1	-6	2	-2.2	-6	-14	0	3	-1	1	-9
Cc1ccc(C)c(-n2c(SCC(=O)NC(C(=O)O)C(C)C)nnc2-c2cccc(Cl)c2)c1 (configuration not stated)	2	5	-0.6	-1	-3	0	11	4	0	-2

# Structural class: the entries above with an aryl methoxy group (ten)
Compound	HTRA1 inh	SIAE inh	PG9 Ab binder	mABHD4 FP	TDP2 inh	PRMT1 FP inh	rCAG binder	LEDGF integ inh	TCR-CD3 inh	Rev-erbA mod
COc1ccc(/C=C2\CCc3c2nc2ccccc2c3C(=O)O)cc1OC	8	9	-3.7	12	9	79*	19	15*	-1	-7
COc1ccccc1CNc1nc(NCCNC(C)=O)c2sccc2n1	·	-6	-1.1	1	3	-4	1	-1	-2	-6
COc1ccc(OC)c(N(C(=O)c2ccco2)C(C(=O)NC2CCCC2)c2ccc(N3CCOCC3)cc2)c1 (configuration not stated)	-1	1	-2.8	1	5	2	0	1	-4	1
COc1cccc(-c2cnc(C(O)c3ccccc3OC)[nH]2)c1 (configuration not stated)	·	2	-2.1	-11	-1	3	2	3	-3	-3
COc1ccc(-c2cc(C(=O)N3CCN(Cc4ccccc4)CC3)no2)cc1OC	-7	-6	0.1	-1	5	-7	-6	-1	4	9
COc1ccc(OC)c(-n2nnnc2SCC(=O)Nc2ccccc2OC)c1	-11	17	-0.8	-3	17	0	-3	-1	3	2
CCN(C(=O)c1ccc2c(SCC(=O)O)c3c(nc2c1)CCC3)c1cc(Cl)ccc1OC	-6	1	-0.4	0	-14	-5	5	2	-2	4
COc1ccccc1C1CC(=O)NC(C)=C1C(=O)OC(C)C (configuration not stated)	7	6	-0.4	-2	15	1	-4	-2	6	22*
COc1cccc(-c2noc(-c3ccc4c(c3)OCO4)n2)c1	-9	-6	-0.5	-4	-2	-2	0	3	4	0
COc1cc(C(=O)OCC(=O)Nc2ccc(N3CCOCC3)cc2)ccc1OCC(C)C	1	0	-0.6	5	11	0	-1	1	6	-7

# Compound activity (PubChem BioAssay)

# Some of the compounds tested; the hit share may differ from the screen's.
